Epigenetic derep – regulators of epigenetic silencing causing reporter derepression in mouse cells; murine LDR cells, GFP reporter derepression, 30 h; Potency, µM (doses to about 53.9 µM), inactives show at the highest dose GFP activation, hits mostly activators; hit rate 0.2% among 280,000; active = well fitted activation curve with a large enough effect; inconclusive = small, poorly fitted or top-dose-only effect; note: % of control where 0% means no effect; nearly all actives have a fitted effect of over 60% in size
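Readout is the number of GFP-expressing murine LDR cells, counted by cytometry following washing. Cells were treated with compound for 30 h at 37 C; the stably integrated CMV-GFP locus is normally silent.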
* = called active by the depositor; ? = inconclusive. Potency is the fitted concentration of half-maximal effect.

mol	Epigenetic derep
O=C(CSc1nc2c([nH]c3ccccc32)c(=O)n1-c1ccccc1)Nc1ccc2c(c1)OCCO2	9.7%
CCc1nnc2c(NCc3ccccc3)nc3ccccc3n12	0.0%
O=c1n(Cc2ccc([N+](=O)[O-])cc2)c2ccccc2c2nc(-c3ccccc3)nn12	-1.6%
CCOc1ccc(-c2cc3nc(C4CCN(C(=O)OC(C)(C)C)CC4)c(C(=O)Nc4ccc(C)c(F)c4)cn3n2)cc1	0.5%
CC(=O)N1c2ccc(S(=O)(=O)NCCC(=O)Nc3ccc(C)cc3Br)cc2CC1C (centres undefined)	5.5%
O=C(NCCc1ccccc1)C(=O)NCC(c1ccc2c(c1)OCO2)N1CCOCC1 (centres undefined)	0.0%
CCOc1ccc(N(C(=O)CC(C)C)S(=O)(=O)c2ccc3c(c2)oc(=O)n3C)cc1	?
CCCCOc1ccc(Cn2c(=O)sc3ccccc32)cc1	3.7%
Cc1cccc(N2C(=O)CSC23C(=O)N(CC(=O)NCc2ccccc2Cl)c2ccccc23)c1 (centres undefined)	-1.3%
Cc1ccc(NC(=O)Cn2ccn(-c3ccccc3)c(=O)c2=O)cc1	0.8%
O=C(Nc1ccc2oc(-c3cccc(F)c3)nc2c1)c1ccc2ccccc2c1	1.6%
CCC1CCCCN1CCCNC(=O)CN1C(=O)c2cccnc2Oc2ccc(Cl)cc21 (centres undefined)	-0.2%
Cc1nnc(SCC(=O)Nc2ccc(N(C)C)cc2)[nH]c1=O	2.7%
COc1cccc(CNC(=O)Nc2cc(C(=O)NCc3cccc(F)c3)ccc2N2CCCC2)c1	-5.5%
CCOC(=O)c1c(C)[nH]c(C)c1S(=O)(=O)N1CCCC(C(=O)Nc2cccc(C)n2)C1 (centres undefined)	-0.1%
CCOC(=O)c1cccc(NC(=O)[C@@H](c2ccccc2)N2Cc3ccccc3C2=O)c1	0.8%
Cc1c(C(=O)NC(C)c2ccccc2)sc2nc3n(c(=O)c12)CCCC3 (centres undefined)	0.8%
CC(=O)c1ccc(NC(=O)CN(C)S(=O)(=O)c2cc3c(cc2C)NC(=O)CO3)cc1	-0.2%
COc1ccc(-n2c(=O)c3c(c4cc(OC)ccc4n3C)n(Cc3cccc(C)c3)c2=O)cc1	-1.5%
CCOC(=O)N1CCN(C(=O)CN(c2cc(C)ccc2OC)S(=O)(=O)c2ccc(C)cc2)CC1	3.8%
Cc1ccccc1NC(=O)c1c(C)oc2ccc(O)c(CN3CCN(C)CC3)c12	-3.0%
COc1cc(NC(=O)c2c(C)oc3ncnc(N4CCCCC4)c23)cc(OC)c1	-0.4%
Cc1ccccc1NC(=O)CCNC(=O)Cn1ccc2ccccc2c1=O	-0.2%
Cc1ccc(C)c(N2CCN(CCCNC(=O)Cn3ncc4c5ccccc5n(C)c4c3=O)CC2)c1	0.0%
CCOC(=O)Cn1c(=O)oc2cc(S(=O)(=O)N3CCN(c4ccccc4OC)CC3)ccc21	-1.1%

6 entries out of the list, ordered by heavy-atom count, lowest first:
mol	Epigenetic derep
Cc1nnc(SCC(=O)Nc2ccc(N(C)C)cc2)[nH]c1=O	2.7%
CCc1nnc2c(NCc3ccccc3)nc3ccccc3n12	0.0%
CCOC(=O)Cn1c(=O)oc2cc(S(=O)(=O)N3CCN(c4ccccc4OC)CC3)ccc21	-1.1%
Cc1cccc(N2C(=O)CSC23C(=O)N(CC(=O)NCc2ccccc2Cl)c2ccccc23)c1 (centres undefined)	-1.3%
O=C(CSc1nc2c([nH]c3ccccc32)c(=O)n1-c1ccccc1)Nc1ccc2c(c1)OCCO2	9.7%
CCOc1ccc(-c2cc3nc(C4CCN(C(=O)OC(C)(C)C)CC4)c(C(=O)Nc4ccc(C)c(F)c4)cn3n2)cc1	0.5%

(listing goes on)
mol	Epigenetic derep
COc1ccc(C)cc1NC(=O)c1cc(S(=O)(=O)N2CCC(C)CC2)cn1C	6.1%
O=C(NCc1cccnc1)c1nn(-c2ccc(F)cc2)nc1CO	8.0%
CC(C)CCNC(=O)c1cc(-c2ccc(Br)s2)nc2ccccc12	0.9%
CC1CCN(S(=O)(=O)c2ccc3c(c2)N(CC(=O)N(C)Cc2ccccc2)C(=O)CO3)CC1	9.7%
Cc1ccc(NC(=O)Cn2c(=O)nc(-c3ccccc3)c3ccccc32)cc1F	-2.4%
CCOC(=O)C1CCCN(C(=O)c2nn(-c3ccc(OC)cc3)c(=O)c3c2c2ccccc2n3C)C1 (centres undefined)	1.8%
CC(C)c1ccc(NC(=O)Cn2nnc(C(=O)NCCc3ccccc3)c2N)cc1	-1.3%
CCN(C(=O)Cn1c(SCC(=O)NCc2ccccc2)nc2ccccc21)c1cccc(C)c1	-3.3%
Cc1ccc2ncc(C(=O)N3CCN(c4ccccc4F)CC3)c(=O)n2c1	1.4%
CCOc1ccc(NC(=O)Cn2cc(C(=O)c3ccc(CC)cc3)c(=O)c3cc4c(cc32)OCO4)cc1	16%
CCOC(=O)c1cnc(NCc2ccc(Cl)cc2)c2ccccc12	-3.6%
CCN(C(=O)C1CCN(S(=O)(=O)c2c(C)noc2/C=C/c2ccc(C)cc2)CC1)c1cccc(C)c1	-0.6%
COc1cc(F)c(S(=O)(=O)Nc2c(C)n(C)n(-c3ccccc3)c2=O)cc1OC	-0.4%
Cc1ccccc1NC(=O)CC1C(=O)NCCN1C(=O)c1cccc(Cl)c1 (centres undefined)	2.8%
O=S(=O)(c1ccc(-c2cnc(C3CC3)o2)cc1)N1CCN(c2cccc(Cl)c2)CC1	-1.7%
COc1ccc(NC(=O)C2CCCN(C(=O)c3cnn(-c4ccccc4)c3-n3cccc3)C2)cc1 (centres undefined)	0.4%
CCc1nn2c(-c3ccccc3OC)ccnc2c1-c1ccccc1	-1.1%
Cc1ccc(Cl)cc1N1CCN(C(=O)CN2C(=O)CSc3c2c(C)nn3-c2ccccc2)CC1	0.0%
Cc1ccc2c(c1)C(c1ccc(F)cc1)N(C(=O)c1ccc(OC(C)C)cc1)CC(=O)N2 (centres undefined)	-0.9%
CCN(CC)c1cc(C)c2cc(NC(=O)/C=C/c3cc(OC)c(OC)c(OC)c3)ccc2n1	?
COc1cc2[nH]c(=O)n(CCCC(=O)NCc3ccccc3Cl)c(=O)c2cc1OC	0.1%
COc1ccc(C2c3c(-c4ccccc4O)n[nH]c3C(=O)N2CCc2ccccc2)cc1 (centres undefined)	5.6%
Cc1ccc(-c2nc3ccc(Cl)cn3c2Nc2ccccc2C)s1	3.1%
O=C(NCCCN1CCN(c2ccccc2)CC1)c1nnc(Cc2ccc(F)cc2)o1	4.2%
CCCCCn1c(CNC(=O)c2ccc(F)cc2)nc2ccccc21	1.3%

Next part
mol	Epigenetic derep
CN(CCCNC(=O)Cn1ncc2c([nH]c3ccccc32)c1=O)Cc1ccccc1	-0.4%
CCN(CC)CCNC(=O)c1nn(C)c2c1CS(=O)(=O)c1ccccc1-2	0.0%
CCOC(=O)CCN(c1ccccc1)S(=O)(=O)c1cc(-c2cc(C)no2)ccc1C	-2.6%
CCc1ccccc1NC(=O)c1cc(S(=O)(=O)N2CCc3ccccc32)ccc1F	5.3%
CC(CNC(=O)c1ccc(CSc2nc3ccncc3n2Cc2cccc(F)c2)cc1)c1ccccc1 (centres undefined)	0.0%
CCn1c(=O)cc(SCC(=O)NCc2ccccc2OC)c2ccccc21	0.0%
COc1cc(NC(=O)CC2C(=O)N(c3cccc(C)c3)C(=O)N2Cc2ccco2)cc(OC)c1 (centres undefined)	3.8%
COc1ccc(NC(=O)CCS(=O)(=O)c2ccc3c(c2)oc(=O)n3C)cc1OC	-1.1%
CCCCN(Cc1cccs1)S(=O)(=O)c1cc(-c2cc(C)no2)ccc1C	1.0%
Cn1nc(C(=O)N2CCN(c3ccc(F)cc3)CC2)c2c1-c1ccccc1SC2	-2.9%
Cc1ccc(NC(=O)Cn2cc(S(=O)(=O)N3CCCC3)c(S(=O)(=O)N3CCCC3)c2)c(C)c1	-1.3%
c1ccc(CSc2nnc(C3CCNCC3)o2)cc1	-1.6%
COc1ccc(C2CC(=O)c3c(C)nc(N4CCN(C=O)CC4)nc3C2)c(OC)c1 (centres undefined)	2.2%
COCCCn1c(SCC(=O)Nc2ccccc2OC)nc2c(sc3ccccc32)c1=O	2.6%
COc1cccc(-c2nnc(-c3ccccc3NC(=O)c3ccc(F)cc3F)o2)c1	0.8%
O=C(CSc1nc(=O)n(CCN2CCOCC2)c2c1CCC2)Nc1ccc(F)cc1F	6.9%
Cc1ccc(NC(=O)c2oc3ccc(S(=O)(=O)N4CCCCC4)cc3c2C)cc1Cl	0.5%
COc1ccc(-c2cc(C)no2)cc1S(=O)(=O)N1CCc2ccccc21	0.0%
CCCN(CCC)C(=O)Cn1c(=O)n(-c2cccc(C(F)(F)F)c2)c(=O)c2c(C)c(C)sc21	3.5%
CNC(=O)CN1C(=O)COc2ccc(S(=O)(=O)N3CCCCCC3)cc21	-3.7%
Cc1ccc(N2CC(C)Cn3c2nc2c3c(=O)n(CC(=O)O)c(=O)n2C)cc1 (centres undefined)	0.0%
COc1ccc(CC2C(=O)Nc3ccc(Br)cc32)cc1OC (centres undefined)	-3.2%
Cc1ccc(S(=O)(=O)n2nc(C)c(S(=O)(=O)N3CCC(C)CC3)c2C)cc1	0.0%
CC(C)C(=O)NCC(c1ccc2c(c1)OCO2)N1CCN(c2ccccc2F)CC1 (centres undefined)	1.4%
CCc1ccccc1NC(=O)Cc1ccc(-n2c(C)nc3cccnc32)cc1	-1.4%

(continued)
mol | Epigenetic derep
CCOc1cc(C2C(C(=O)OC)=C(C)NC3=C2C(=O)c2ccccc23)c(Br)cc1OC (centres undefined) | 1.2%
CCOc1ccc(CNC(=O)c2ccc(CSc3nc4ccncc4n3Cc3ccc(F)cc3)cc2)cc1 | 0.8%
Cc1ccc(NC(=O)C(=O)NCC(c2cccnc2)N2CCN(c3ccccc3F)CC2)cc1Cl (centres undefined) | 0.0%
Cc1ccc(CN2CCSc3ccc(C(=O)Nc4ccc(F)cc4F)cc32)cc1 | 11%
O=C(Cn1c(=O)n(-c2ccc(F)cc2)c(=O)c2sc3ccccc3c21)NC1CCCCC1 | 6.8%
CCCOC1(C(F)(F)F)NC(=O)N(c2ccc(Cl)cc2)C1=O (centres undefined) | -1.0%
O=C(Nc1nnc(SCc2cc(=O)n3cc(Cl)ccc3n2)s1)c1cccc(F)c1 | 12%
Cc1cccc(-c2nnn3c2nc(NCCc2ccc(S(N)(=O)=O)cc2)c2cc(Cl)ccc23)c1 | ?
CC1CCCCN1CCCNC(=O)CN1C(=O)c2cccnc2Oc2ccc(Cl)cc21 (centres undefined) | -1.2%
O=C(CCS(=O)(=O)c1cccc2nonc12)Nc1cccc(F)c1 | -2.7%
COc1ccc2c(c1)c(CC(=O)Nc1cccc(F)c1C)c(C)n2C(=O)c1ccc(Cl)cc1 | ?
CNC(=O)C1CCC(Cn2c(=O)c3sccc3n(CC(=O)Nc3cc(C)cc(C)c3)c2=O)CC1 (centres undefined) | 0.8%
COc1ccc(N(Cc2cccs2)C(=O)Nc2ccccc2)cc1 | -2.4%
CCCCNC(=O)Cn1ncc2c(C)n(Cc3cccc(Cl)c3)c(C)c2c1=O | -6.0%
COc1cc(C(c2c(C)[nH][nH]c2=O)c2c(C)[nH][nH]c2=O)ccc1OC(=O)c1ccccc1OC | 2.8%

(continued)
mol | Epigenetic derep
CCn1c(C(=O)NCc2ccc(OC)cc2)cc2sc(Cl)cc21 | 1.4%
CCC(Sc1nc2nccnc2c(=O)n1Cc1ccc(Cl)cc1)C(=O)NC1CCCCC1 (centres undefined) | 0.0%
CC(C)CN1CCc2nc(N3CCN(c4ncccn4)CC3)ncc2C1 | -2.4%
O=C(CSc1nc(-c2ccc(F)cc2)cc(C(F)(F)F)n1)NCc1ccccc1 | 0.8%
Cn1c(C(=O)NCc2ccccc2F)cc2oc3ccccc3c21 | 1.1%
COc1ccc(-c2cc(C(=O)NCCc3ccc(OC)c(OC)c3)c3c(-c4ccc(F)cc4)[nH]nc3n2)cc1 | 1.1%
CCOc1ccc(-n2ccnc2SCC(=O)Nc2cccc3ccccc23)cc1 | 0.0%
CCCCN(CC)CCCNC(=O)c1c(C)oc2ncnc(N3CCOCC3)c12 | -1.3%
CC(Sc1oc(-c2ccco2)nc1S(=O)(=O)c1ccc(Br)cc1)c1ccccc1 (centres undefined) | 2.8%
COc1cccc(Cn2c(=O)n(-c3cccc(Cl)c3C)c(=O)c3c4c(sc32)CN(C(C)=O)CC4)c1 | 1.3%
COc1ccc(OC)c(CCNC(=O)CN2C(=O)COc3ccc(S(=O)(=O)N4CCCCCC4)cc32)c1 | 0.5%
COC(=O)c1ccc(OC)c(CN2C(=O)N(c3ccc(C(C)=O)cc3)S(=O)(=O)c3ccccc32)c1 | 2.1%
O=S(=O)(Nc1cccc(-c2ccc(N3CCCC3)nn2)c1)c1ccc(F)c(C(F)(F)F)c1 | 0.9%
COc1cccc(N2CCN(S(=O)(=O)c3ccc(-c4cnc(C5CC5)o4)cc3)CC2)c1 | -0.9%
Cc1cccc(NC(=O)c2cn(-c3ccccc3)nc2-c2ccccc2)c1C | -0.1%
COc1cc(NC(=O)c2cc(-c3cccc(Cl)c3)on2)c(OC)cc1Cl | 0.0%

Given field by field: part of the list above
CCC(Sc1nc2nccnc2c(=O)n1Cc1ccc(Cl)cc1)C(=O)NC1CCCCC1 (centres undefined)
  Epigenetic derep: 0.0%

CC(C)CN1CCc2nc(N3CCN(c4ncccn4)CC3)ncc2C1
  Epigenetic derep: -2.4%

COC(=O)c1ccc(OC)c(CN2C(=O)N(c3ccc(C(C)=O)cc3)S(=O)(=O)c3ccccc32)c1
  Epigenetic derep: 2.1%

COc1ccc(-c2cc(C(=O)NCCc3ccc(OC)c(OC)c3)c3c(-c4ccc(F)cc4)[nH]nc3n2)cc1
  Epigenetic derep: 1.1%

Source: PubChem BioAssay (National Center for Advancing Translational Sciences (NCATS))

Not all compounds are listed (hit frequency here may not be typical).
